From PubChem
NCI-60 one-dose screen, 48 h, at 10 µM unless noted. Numbers give growth in % (100 = growth as untreated, 0 = no growth, -100 = all killed).
BT-549: BT-549 breast cancer; 4.4% of 78,000 active
MCF7: MCF7 breast cancer | 6.3% of 82,000 active | AID 1794796
MALME-3M: MALME-3M melanoma. 5.8% of 78,000 active
SK-MEL-2: SK-MEL-2 melanoma; 4.7% of 77,000 active; AID 1794763
HS 578T: HS 578T breast cancer | AID 1794788 | 4.1% of 78,000 active
T-47D: T-47D breast cancer; AID 1794792; 5% of 79,000 active
LOX IMVI: LOX IMVI melanoma. 7.4% of 79,000 active
MDA-MB-231: MDA-MB-231 breast cancer | 5% of 81,000 active | AID 1794789
Starred values were filed as active, the others as inactive. The calls were made as follows: active = growth percent below 10; inactive = the rest.

How did O=C1Nc2ccccc2C12Nc1cc(Cl)ccc1S2 (stereo unspecified) do in these assays?
BT-549: 76; MCF7: 60; MALME-3M: 82; SK-MEL-2: 130; HS 578T: 135; T-47D: 42; LOX IMVI: 86; MDA-MB-231: 85

What do the screens show for `O=C1NCCc2c1c1ccccc1[nH]c2=O`?
MCF7: 95; MALME-3M: 91; HS 578T: 121; T-47D: 93; LOX IMVI: 103; MDA-MB-231: 111

How did CC(C(=O)O)c1ccc(-c2ccccc2)c(F)c1 (stereo unspecified) do in these assays?
BT-549: 101; MCF7: 113; MALME-3M: 98; SK-MEL-2: 97; HS 578T: 115; T-47D: 115; LOX IMVI: 103; MDA-MB-231: 102

How did CC(=O)C(Cc1ccc(CC(C(C)=O)C(C)=O)cc1)C(C)=O do in these assays?
BT-549: 114; MCF7: 91; MALME-3M: 110; SK-MEL-2: 115; HS 578T: 103; T-47D: 105; LOX IMVI: 98; MDA-MB-231: 102

What do the screens show for `COc1ccc(/C=C2\CN(C)CC3=C2Nc2nc(SC)[nH]c(=O)c2C3c2ccc(OC)cc2)cc1` (stereo unspecified)?
BT-549: 93; MCF7: 93; MALME-3M: 108; SK-MEL-2: 127; HS 578T: 96; T-47D: 98; LOX IMVI: 99; MDA-MB-231: 96

What do the screens show for `OCC1OC(n2cnc3c2NC=NC[C@H]3O)CC1O` (stereo partly specified)?
BT-549: 111; MCF7: 111; MALME-3M: 102; SK-MEL-2: 94; HS 578T: 113; T-47D: 95; LOX IMVI: 93; MDA-MB-231: 101

What do the screens show for `COC(=O)[C@]1(C(C)C)N[C@H](c2cn(-c3ccccc3)nc2-c2ccccc2)[C@@H]2C(=O)N(c3ccc(C)cc3)C(=O)[C@@H]21`?
BT-549: 82; MCF7: 97; MALME-3M: 104; SK-MEL-2: 95; HS 578T: 92; T-47D: 103; LOX IMVI: 99; MDA-MB-231: 108

How did COc1cc(/C=C/c2ccnc3ccccc23)cc(OC)c1OC do in these assays?
BT-549: 12; MCF7: 16; MALME-3M: 40; SK-MEL-2: 12; HS 578T: 24; T-47D: 41; LOX IMVI: 26; MDA-MB-231: 47

How did Nc1c(C(=O)Nc2cccc(Cl)c2)sc2ncc(Br)cc12 do in these assays?
BT-549: 68; MCF7: 84; MALME-3M: 67; SK-MEL-2: 90; T-47D: 63; LOX IMVI: 40; MDA-MB-231: 74

Results for C/C=C(\C)C(C(=O)NC1CCCCC1)N(C(=O)C1CCc2cc(F)ccc2O1)c1ccc([N+](=O)[O-])cc1 (stereo unspecified) ?
BT-549: 90; MCF7: 77; MALME-3M: 92; SK-MEL-2: 100; HS 578T: 80; T-47D: 88; LOX IMVI: 88; MDA-MB-231: 78

How did FC(F)(F)c1nc2ccccc2n1Cc1nnc(SCc2cn(-c3cccnc3Cl)nn2)o1 do in these assays?
BT-549: 97; MCF7: 94; MALME-3M: 107; SK-MEL-2: 80; HS 578T: 98; T-47D: 85; LOX IMVI: 104; MDA-MB-231: 89

How did O=C1C2CC(O)Cc3cc(Br)ccc3N2C(=O)CN1CCO (stereo unspecified) do in these assays?
BT-549: 98; MCF7: 100; MALME-3M: 101; SK-MEL-2: 94; HS 578T: 101; T-47D: 89; LOX IMVI: 97; MDA-MB-231: 104

What do the screens show for `Cc1nc2c(=O)[nH]c(=O)[nH]c2c(=O)[nH]1`?
MCF7: 101; MALME-3M: 92; SK-MEL-2: 97; HS 578T: 90; LOX IMVI: 101; MDA-MB-231: 103

What do the screens show for `CCN(C(=O)CN1CCN(c2cc3c(cc2F)c(=O)c(C(=O)O)cn3CC)CC1)c1nc(-c2ccccc2)cs1`?
BT-549: 3.3*; MCF7: 7.6*; MALME-3M: -5.5*; SK-MEL-2: -15*; HS 578T: 14; T-47D: 12; LOX IMVI: -35*; MDA-MB-231: 6.2*

Results for O=S(=O)(O)c1cccc(S(=O)(=O)O)c1 ?
BT-549: 119; MCF7: 102; MALME-3M: 104; HS 578T: 127; T-47D: 105; LOX IMVI: 91; MDA-MB-231: 118

The final three records of the section above are carried over, then new ones follow:
What do the screens show for `Cc1nc2c(=O)[nH]c(=O)[nH]c2c(=O)[nH]1`?
MCF7: 101; MALME-3M: 92; SK-MEL-2: 97; HS 578T: 90; LOX IMVI: 101; MDA-MB-231: 103

What do the screens show for `CCN(C(=O)CN1CCN(c2cc3c(cc2F)c(=O)c(C(=O)O)cn3CC)CC1)c1nc(-c2ccccc2)cs1`?
BT-549: 3.3*; MCF7: 7.6*; MALME-3M: -5.5*; SK-MEL-2: -15*; HS 578T: 14; T-47D: 12; LOX IMVI: -35*; MDA-MB-231: 6.2*

Results for O=S(=O)(O)c1cccc(S(=O)(=O)O)c1 ?
BT-549: 119; MCF7: 102; MALME-3M: 104; HS 578T: 127; T-47D: 105; LOX IMVI: 91; MDA-MB-231: 118

Results for OCCSCc1ccc(F)cc1 ?
BT-549: 122; MCF7: 101; MALME-3M: 105; HS 578T: 97; T-47D: 98; LOX IMVI: 95; MDA-MB-231: 109

What do the screens show for `FC(F)(F)C(F)(F)C(F)(F)c1nc2nc(Cl)c(Cl)nc2[nH]1`?
BT-549: 98; MCF7: 93; MALME-3M: 106; SK-MEL-2: 92; HS 578T: 106; T-47D: 89; LOX IMVI: 91; MDA-MB-231: 92

Results for CC1=C(NCCN2CCCC2)C(=O)c2c(OCc3ccc(F)c(Cl)c3)cccc2C1=O ?
MCF7: 41; MALME-3M: 44; HS 578T: 80; T-47D: 63; LOX IMVI: 13; MDA-MB-231: 59

Results for Clc1nc2ccccc2nc1-c1nnc(-c2ccccc2)o1 ?
BT-549: 99; MCF7: 73; MALME-3M: 95; SK-MEL-2: 112; HS 578T: 98; T-47D: 90; MDA-MB-231: 99

Results for COc1ccc(-c2ccc(-c3ccc(C(=N)N)cn3)s2)cc1OC ?
BT-549: 94; MCF7: 85; MALME-3M: 95; SK-MEL-2: 109; HS 578T: 97; T-47D: 85; MDA-MB-231: 89

Results for Cn1cc(C2=C(c3c[nH]c4ccccc34)C(=O)N(O)C2=O)c2cc(Br)ccc21 ?
BT-549: 109; MCF7: 64; MALME-3M: 108; SK-MEL-2: 104; HS 578T: 103; T-47D: 65; LOX IMVI: 61; MDA-MB-231: 76

What do the screens show for `O=C(CN1C(=O)S/C(=C\c2ccc(Cl)cc2)C1=O)Nc1ncc(Cc2ccccc2)s1`?
BT-549: 100; MCF7: 93; MALME-3M: 93; SK-MEL-2: 119; HS 578T: 93; T-47D: 97; LOX IMVI: 106; MDA-MB-231: 94

What do the screens show for `Cc1c(-c2ccc(Br)cc2)c(=O)oc2cc(O)ccc12`?
BT-549: 65; MCF7: 106; MALME-3M: 97; SK-MEL-2: 95; HS 578T: 93; T-47D: 79; LOX IMVI: 92; MDA-MB-231: 82

How did CC(=C(c1ccc(OCCN(C)C)cc1)c1ccc(OCCN(C)C)cc1)c1ccccc1 do in these assays?
BT-549: 137; MCF7: 47; MALME-3M: 95; SK-MEL-2: 102; HS 578T: 93; T-47D: 63; LOX IMVI: 91; MDA-MB-231: 89

What do the screens show for `CC(=O)O[C@]1(C(C)=O)CC[C@H]2[C@@H]3CC(=C(Br)Br)C4=CC(=O)CC[C@]4(C)[C@H]3CC[C@@]21C`?
BT-549: 68; MCF7: 62; MALME-3M: 72; SK-MEL-2: 52; HS 578T: 86; LOX IMVI: 67; MDA-MB-231: 72

How did O=C1C2=C(C(=O)c3c(O)cccc31)C(c1ccco1)c1sc(=O)[nH]c1S2 (stereo unspecified) do in these assays?
BT-549: -97*; MCF7: -14*; MALME-3M: -92*; SK-MEL-2: -7.4*; HS 578T: -10*; T-47D: 24; LOX IMVI: -2.9*; MDA-MB-231: 8.9*

How did COc1ccc(-c2cn(-c3ccc(Cl)cc3)c(SCc3ncc(C)cc3C)n2)cc1 do in these assays?
BT-549: 97; MCF7: 96; MALME-3M: 102; SK-MEL-2: 87; HS 578T: 105; T-47D: 63; LOX IMVI: 102; MDA-MB-231: 89

How did CCOC(=O)c1noc(-c2ccc(C)cc2)c1C(=O)c1ccc(C)cc1 do in these assays?
BT-549: 100; MCF7: 98; MALME-3M: 112; SK-MEL-2: 89; HS 578T: 91; T-47D: 69; LOX IMVI: 102; MDA-MB-231: 102

Results for COc1ccccc1CNCCCCCCCCCCCCN1C(=O)c2ccc3c4c(ccc(c24)C1=O)C(=O)N(CCCCCCCCCCCCNCc1ccccc1OC)C3=O ?
BT-549: 70; MCF7: 27; MALME-3M: 98; SK-MEL-2: 107; HS 578T: -9.2*; T-47D: 119; LOX IMVI: 56; MDA-MB-231: 64

How did O=C1CCCCN1CCCCC#Cc1cccc(C#Cc2cccs2)c1 do in these assays?
BT-549: 236; MCF7: 57; MALME-3M: 113; SK-MEL-2: 99; HS 578T: 43; T-47D: 24; LOX IMVI: 72; MDA-MB-231: 61

In the list so far, three contain a thiophene ring, fused or not:
How did Nc1c(C(=O)Nc2cccc(Cl)c2)sc2ncc(Br)cc12 do in these assays?
BT-549: 68; MCF7: 84; MALME-3M: 67; SK-MEL-2: 90; T-47D: 63; LOX IMVI: 40; MDA-MB-231: 74

Results for COc1ccc(-c2ccc(-c3ccc(C(=N)N)cn3)s2)cc1OC ?
BT-549: 94; MCF7: 85; MALME-3M: 95; SK-MEL-2: 109; HS 578T: 97; T-47D: 85; MDA-MB-231: 89

How did O=C1CCCCN1CCCCC#Cc1cccc(C#Cc2cccs2)c1 do in these assays?
BT-549: 236; MCF7: 57; MALME-3M: 113; SK-MEL-2: 99; HS 578T: 43; T-47D: 24; LOX IMVI: 72; MDA-MB-231: 61

(next part)
How did COc1ccc(-c2[nH][nH]c(=O)c2-c2nc3ccccc3s2)cc1 do in these assays?
BT-549: 98; MCF7: 94; MALME-3M: 110; SK-MEL-2: 104; HS 578T: 107; T-47D: 109; LOX IMVI: 100; MDA-MB-231: 104

What do the screens show for `Nc1cc(Cl)ccc1CN1C(=O)c2ccccc2C1=O`?
BT-549: 104; MCF7: 69; MALME-3M: 104; SK-MEL-2: 119; HS 578T: 88; T-47D: 88; LOX IMVI: 103; MDA-MB-231: 80

Results for O=C1NC(C2CC3C=CC2C3)Nc2ccccc21 (stereo unspecified) ?
BT-549: 109; MCF7: 105; MALME-3M: 99; SK-MEL-2: 96; HS 578T: 108; T-47D: 106; LOX IMVI: 93; MDA-MB-231: 114

What do the screens show for `CCC(C)NCCOC(=O)c1ccc([N+](=O)[O-])cc1` (stereo unspecified)?
BT-549: 107; MCF7: 106; MALME-3M: 106; SK-MEL-2: 111; HS 578T: 110; T-47D: 129; LOX IMVI: 108; MDA-MB-231: 116

Results for Cc1ccc(-c2cc(NC(=S)NC(=O)c3cccs3)n[nH]2)cc1 ?
BT-549: 99; MCF7: 106; MALME-3M: 94; SK-MEL-2: 122; HS 578T: 106; T-47D: 112; LOX IMVI: 104; MDA-MB-231: 102

Results for Fc1ccccc1Nc1n[nH]c(=S)s1 ?
BT-549: 112; MCF7: 105; MALME-3M: 127; SK-MEL-2: 116; HS 578T: 107; T-47D: 103; LOX IMVI: 128; MDA-MB-231: 109

How did C=CCNC(=O)Cc1c(-c2ccccc2)oc2cc(OC)c(OC)c(OC)c12 do in these assays?
BT-549: 99; MCF7: 97; MALME-3M: 104; SK-MEL-2: 100; HS 578T: 94; T-47D: 87; LOX IMVI: 99; MDA-MB-231: 110

How did O=C(Cn1cc(-c2ccc3c(c2)ncn3-c2ccccc2)cn1)NCCn1cc(COCCOCCOCCNc2cccc3c2C(=O)N(C2CCC(=O)NC2=O)C3=O)nn1 (stereo unspecified) do in these assays?
BT-549: 112; MCF7: 114; MALME-3M: 95; SK-MEL-2: 99; HS 578T: 89; T-47D: 101; LOX IMVI: 100; MDA-MB-231: 91

Results for CCOC(=O)CCc1nc2sc3c(c2c(=O)[nH]1)CCCC3 ?
BT-549: 116; MCF7: 94; MALME-3M: 102; SK-MEL-2: 95; HS 578T: 229; T-47D: 121; LOX IMVI: 100; MDA-MB-231: 118

Results for Fc1ccc(-c2cn3c(-c4c[nH]c5ccc(Br)cc45)csc3n2)cc1 ?
BT-549: 95; MCF7: 61; MALME-3M: 51; SK-MEL-2: 90; HS 578T: 14; T-47D: 66; LOX IMVI: 13; MDA-MB-231: 16

What do the screens show for `Cc1cc(O)c(C(C)C)cc1N=C1C=CC(=O)C=C1`?
BT-549: 105; MCF7: 119; MALME-3M: 108; SK-MEL-2: 110; HS 578T: 91; T-47D: 93; LOX IMVI: 99; MDA-MB-231: 105

What do the screens show for `CN(C)C(=O)OCc1nc2nc(Cl)nc(N3CCOCC3)c2[nH]1`?
BT-549: 99; MCF7: 96; MALME-3M: 99; SK-MEL-2: 111; HS 578T: 113; T-47D: 95; LOX IMVI: 99; MDA-MB-231: 110

Results for COc1c(NC(C)=O)c2c(c([N+](=O)[O-])c1OC)C(=O)OC2 ?
MCF7: 95; SK-MEL-2: 103; HS 578T: 111; T-47D: 97; MDA-MB-231: 107
